Bioassay records as filed in PubChem.
Rtt109 Vps75: inhibitors of Candida albicans Rtt109/Vps75 histone acetyltransferase; Q5AAJ8; purified Rtt109/Vps75, ThioGlo CoA-SH fluorescence, 4 h; inhibition, % at 34.9 µM; 330,000 tested, 0.16% active; AID 540336;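 active = inhibition of at least 50% in every replicate; inconclusive = best replicate reaches 50% inhibition but some replicates fall short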
Target sequence (Q5AAJ8 whole entry, looked up): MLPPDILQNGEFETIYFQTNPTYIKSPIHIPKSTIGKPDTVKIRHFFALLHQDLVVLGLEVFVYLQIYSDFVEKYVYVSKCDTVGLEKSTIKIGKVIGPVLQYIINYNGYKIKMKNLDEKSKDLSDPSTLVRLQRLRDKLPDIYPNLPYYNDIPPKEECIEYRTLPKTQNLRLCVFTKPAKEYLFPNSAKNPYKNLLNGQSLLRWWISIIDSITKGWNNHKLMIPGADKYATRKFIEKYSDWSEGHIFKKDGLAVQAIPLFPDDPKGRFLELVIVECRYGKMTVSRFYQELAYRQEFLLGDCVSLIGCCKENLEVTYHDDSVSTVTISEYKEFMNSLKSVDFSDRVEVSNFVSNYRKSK
PfHsp90 yeast 2: growth inhibition of yeast expressing Plasmodium Hsp90 | 310,000 tested, 0.32% active | inhibition, % at 9.4 µM | S. cerevisiae expressing PfHsp90, BacTiter-Glo ATP, 48 h; yeast lacking PDR1 and PDR3 efflux regulators;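 active = every replicate shows inhibition above about 80%, whatever the replicate mean, limit read from the data; inconclusive = mean inhibition reaches the set limit but some replicate falls short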;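 also: 0% = DMSO neutral controls and 100% = 20 µM radicicol positive controls; yeast relying on Plasmodium falciparum Hsp90 in place of its own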
PvdQ acylase: blocks Pseudomonas aeruginosa PvdQ acylase activity | 340,000 tested, 0.063% active | purified PvdQ acylase, fluorescence plate reader | inhibition, % at 10 µM; in the data active = inhibition above about 30%, passing the limit was not always enough; inconclusive = no clear call, values can overlap the other calls;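 also: 0% = vehicle neutral wells and 100% = reference inhibitor wells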
CAL PDZ inh: inhibitors of human CAL PDZ peptide binding; purified CAL PDZ, TMR-peptide fluorescence polarization, 1 h; inhibition, % at 20 µM; 330,000 tested, 0.02% active; AID 504414;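 active = highest replicate inhibition of at least 40%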;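 also: plate controls were DMSO neutral control wells for no effect and unlabeled competitor peptide control wells for full effect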
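Material: tagged CAL PDZ domain; buffer or medium: 25 mM sodium phosphate pH 7.4, 150 mM NaCl, TCEP, IgG, Thesit; compound dosing: single point, 20 µM; schedule: 1 h incubation at room temperature before polarization reading; measured by: FP readout, S and P plane fluorescence; read-out basis: percent inhibition from loss of millipolarization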
DAGLB inh: diacylglycerol lipase beta (human) inhibition; 340,000 tested, 0.059% active; Q8NCG7; inhibition, % at 5.17 µM; AID 504411; HEK293T DAGLB membrane lysate, EnzChek fluorogenic substrate; in the data active = inhibition above about 34%;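 also: 0% = enzyme with vehicle and 100% = wells lacking enzyme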
Target sequence (Q8NCG7 whole entry, looked up): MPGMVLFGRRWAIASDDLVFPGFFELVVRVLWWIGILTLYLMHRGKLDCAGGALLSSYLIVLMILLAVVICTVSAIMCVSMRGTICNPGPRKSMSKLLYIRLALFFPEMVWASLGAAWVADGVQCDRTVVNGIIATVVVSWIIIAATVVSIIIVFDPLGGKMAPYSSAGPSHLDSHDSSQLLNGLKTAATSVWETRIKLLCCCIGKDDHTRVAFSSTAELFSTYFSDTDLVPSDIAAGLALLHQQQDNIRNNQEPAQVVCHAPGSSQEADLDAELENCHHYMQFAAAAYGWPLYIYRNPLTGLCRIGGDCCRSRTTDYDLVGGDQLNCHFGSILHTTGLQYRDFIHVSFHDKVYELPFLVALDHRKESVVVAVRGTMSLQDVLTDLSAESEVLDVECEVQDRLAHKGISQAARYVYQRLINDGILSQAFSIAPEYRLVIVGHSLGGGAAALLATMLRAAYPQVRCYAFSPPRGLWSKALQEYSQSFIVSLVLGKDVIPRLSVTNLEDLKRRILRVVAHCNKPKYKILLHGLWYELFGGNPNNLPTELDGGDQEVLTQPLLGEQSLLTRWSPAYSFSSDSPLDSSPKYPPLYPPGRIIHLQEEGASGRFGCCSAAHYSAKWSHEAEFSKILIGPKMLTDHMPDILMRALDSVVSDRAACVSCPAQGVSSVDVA
Wnt act: Wnt/beta-catenin pathway activation | Wnt/beta-catenin reporter cell assay, activator, plate reader | 300,000 tested, 1.2% active | activation, % at 9.35 µM; in the data active = activation above about 30%, passing the limit was not always enough; inconclusive = no clear call, values can overlap the other calls;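 also: 0% = neutral control wells and 100% = positive control wells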
AddAB inh: less growth of phage-infected E. coli with AddAB; E. coli expressing H. pylori AddAB, absorbance growth; inhibition, % at 11.9 µM; 330,000 tested, 0.29% active; AID 435030; in the data active = inhibition above about 12%;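 also: 0% = vehicle wells of infected cells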
phage Ecoli inh: E. coli growth loss with phage present; AID 651602; 360,000 tested, 0.26% active; inhibition, % at 11.9 µM; growth absorbance; in the data active = inhibition above about 11%
Ecoli viability: bacterial growth inhibition, counter-screen for AddAB inhibitors. E. coli V3065 growth, OD600 absorbance, 18 h. inhibition, % at 11.9 µM. 330,000 tested, 0.27% active. AID 449728;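 active = inhibition above the campaign's mean inhibition across all tested compounds plus 3 SD, cut at about 9.9% in these data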;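 also: uninfected addAB+ strain grown without phage in ampicillin broth; 0% = DMSO wells and 100% = ciprofloxacin 0.95 µg/ml wells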
Tat export inh: E. coli Tat transport inhibition; 340,000 tested, 0.036% active; E. coli MC4100 TorA-mCherry Tat export, fluorescence; inhibition, % at 10 µM;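 active = mean replicate inhibition at least 50% and at least half of replicates individually reaching 50%; inconclusive = only one of the two criteria met; inactive = neither criterion met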;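 also: exported cargo escapes ClpAP degradation while cytoplasmic cargo is degraded and loses fluorescence; 0% = median of neutral control wells and 100% = median of NaSCN control wells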
* = called active by the depositor; ? = inconclusive; · = not tested or not shown.

SMILES	Rtt109 Vps75	PfHsp90 yeast 2	PvdQ acylase	CAL PDZ inh	DAGLB inh	Wnt act	AddAB inh	phage Ecoli inh	Ecoli viability	Tat export inh
CCC(C)/C(C)=N/NC(=O)c1ccccc1OCCOc1ccccc1 (configuration not stated)	-4	-2	3	0.5	-2	·	-0.5	4.8	-2.5	15
O=C(c1cn(-c2ccccc2)nc1-c1ccccc1)N1CCOCC1	1	13	-2	-2.4	-2	2	2.3	2.2	0.0	6
COc1ccc(C(=O)Nc2ccc(NC(=O)c3cccc(OC)c3)cn2)cc1	1	6	-6	0.0	0	-1	2.0	2.2	3.0	-9
CC(Oc1ccc(C#N)cc1)C(=O)c1ccc(F)c(F)c1 (configuration not stated)	-3	2	-3	-1.4	-3	-3	1.3	-1.0	0.2	-1
COc1ccc(C(CC(=O)O)n2cnnn2)cc1 (configuration not stated)	14	14	4	0.8	-3	1	2.6	5.1	-1.2	1
Cc1ccc(C(=O)Nc2nc(-c3ccccn3)cs2)cc1S(=O)(=O)N1CCOCC1	2	-11	-13	-3.8	1	-17	-1.2	0.9	-5.4	1
Cn1c(=O)[nH]c(=O)c2c1nc(SCCC(=O)O)n2Cc1cccc(Br)c1	8	-5	11	1.1	2	0	2.2	1.3	0.8	1
CC1CN(C/C(=N\O)C23CC4CC(CC(C4)C2)C3)CC(C)O1 (configuration not stated)	3	-10	1	-0.4	-1	-1	·	3.6	·	2
CC1(C)C/C(=N\O)C(C(O)c2cccc([N+](=O)[O-])c2)C(C)(C)N1 (configuration not stated)	-2	7	-6	-2.6	-1	1	0.1	2.2	-0.7	-6
Cc1ccc(NC2=NCC(Cc3ccc(Br)cc3)S2)cc1 (configuration not stated)	-1	4	-7	-2.0	-12	1	-3.7	2.3	-2.1	12
COc1ccc(N2CSC3=C(C#N)C(c4ccc(OC)c(OC)c4)CC(=O)N3C2)c(OC)c1 (configuration not stated)	-2	-6	-6	0.1	2	3	0.8	2.7	0.4	-5
CN1C/C(=C/c2ccsc2)C(=O)/C(=C/c2ccsc2)C1	7	0	-5	-3.0	1	7	2.9	3.1	-1.3	-4
COc1ccccc1NC(=O)Nc1nc(C(C)(C)C)cs1	-4	-12	-17	-2.4	0	2	-1.7	4.1	1.7	12
C[C@@H]1COC(=O)[C@@H](Cc2ccc(F)cc2)C/C=C\C[C@@H](CC(=O)N[C@H](CO)Cc2ccccc2)C(=O)N1	-3	20	-4	-0.8	0	0	1.1	0.9	-0.3	6
CCc1ccnc(NC(=O)Nc2ccc(OCc3ccccc3)cc2)c1	-13	-9	-14	-5.6	-1	·	-1.7	·	-2.8	-1
CCS(=O)(=O)Nc1ccc2c(c1)N(C(C)=O)c1ccccc1CC2	-10	-2	-12	-1.1	3	·	2.1	-0.9	1.4	-7
Cc1cc2c(NC(=O)CC(C)(C)CC(=O)O)cccc2nn1	4	3	-4	0.0	-4	-2	-0.9	4.4	-1.5	11
CCN(CC)C1CCN(C(=O)c2cc(COc3ccc(-n4cncn4)cc3)on2)C1 (configuration not stated)	33	6	-1	-3.2	-4	-2	4.6	-1.4	-1.2	2
CCOc1ccccc1NC(=O)NCc1ccccn1	-12	5	-3	-0.4	0	-4	1.4	0.1	1.4	-2
CS(=O)(=O)c1ccc(NC(=O)CCCc2nc3ccccc3c(=O)[nH]2)cc1	16	·	-3	-2.8	-4	-2	0.2	5.4	-1.4	-2
O=C(CSc1nc2[nH]ncc2c(=O)[nH]1)N1CCCCC1	-7	16	15	-1.3	-1	0	-1.8	1.9	-3.5	-3
Nn1cc(-c2ccccc2)nc1SCC(=O)NCCc1ccccc1	8	2	2	-0.5	-2	-3	-0.5	1.1	0.9	-3
O=C(CSc1ccc(Br)cc1)Nc1ccccc1Oc1ccccc1	15	0	-25	-3.1	-10	·	0.2	0.8	-0.2	-6
O=C(Nc1ccc(S(=O)(=O)Nc2ccccn2)cc1)c1cccc(Cl)c1	7	-12	-11	-3.4	4	-4	3.7	-0.9	-1.6	8
CCOC(=O)C1CCN(C(=O)CCn2c(=O)c3cccn3c3cccnc32)CC1	-2	2	-5	-0.5	5	0	0.5	1.2	-1.1	-4
COc1ccc(N2CCN(C(=O)Cn3c(=O)[nH]c4ccsc4c3=O)CC2)cc1	9	-17	8	-0.1	0	-2	1.5	1.8	0.5	11
Cc1n[nH]c(C)c1S(=O)(=O)N1CCCC(C(=O)NCC2COc3ccccc3O2)C1 (configuration not stated)	-6	-1	-7	·	-1	·	2.2	1.3	-0.2	-11
CC(OC(=O)Cc1ccsc1)C(=O)Nc1ccc(Cl)cn1 (configuration not stated)	7	-10	-6	-2.9	-2	1	-0.4	3.1	1.1	-8
CCOC(=O)C1=C(CS(=O)(=O)c2ccc(C)c(C)c2)NC(=O)NC1c1ccc(O)cc1 (configuration not stated)	-2	-5	-8	-0.2	2	0	2.9	4.2	0.5	-2
Cc1ccc(C(=O)C2CCN(CC(=O)NC3CCCC3)CC2)cc1	?	8	10	-0.9	-2	-1	1.2	0.4	1.1	-6
CCOC(=O)c1c(C)nc(C)c(C(=O)OCC)c1-c1cccc(N)c1	0	·	-4	0.3	1	0	0.5	2.9	-1.6	-3
COc1ccc(-c2nnc(SCC(=O)c3cc(C)n(Cc4cccs4)c3C)o2)cc1	-1	-18	-2	-0.1	2	-12	1.0	1.8	-0.4	-2
CC(C)CCNC(=O)C(CC(C)C)N(Cc1ccc2c(c1)OCO2)C(=O)c1snc(C(N)=O)c1N (configuration not stated)	-8	30	-12	-2.2	0	1	1.4	-1.8	-0.1	7
CCN1C(=O)c2ccccc2Sc2ccc(C(=O)NCCC(C)C)cc21	-6	11	-5	-1.3	-2	0	-1.7	1.0	-3.3	5
CCC(CC)c1nnc(NC(=O)c2ccc3c(c2)OCO3)s1	12	-20	-8	-2.9	2	7	2.7	3.3	0.8	-10
CC(=O)c1cccc(NC(=O)CSc2nc3ccccc3c(=O)n2CCCN2CCOCC2)c1	0	-9	-9	-1.2	-2	0	0.5	1.8	0.0	4
COCc1nnc(NC(=O)CCN2C(=O)c3ccccc3C2=O)s1	3	-4	-1	-2.1	3	·	0.1	3.5	2.6	0
CCc1ccccc1NC(=O)CN(C)C(=O)c1cc(C2CC2)nn1-c1ccccc1	5	-7	7	-1.8	-1	-4	1.4	1.6	0.6	2
CCOC(=O)C1CCN(Cc2coc3c(Cl)cc(Cl)cc3c2=O)CC1	-5	1	0	-0.8	3	·	1.5	-1.5	0.7	-4
CN(CC(=O)Nc1cccc(F)c1)CC(=O)Nc1cccc2ccccc12	8	·	-16	-0.8	2	-2	-1.3	1.0	2.3	-4

3 entries from above, bar-delimited:
Structure | Rtt109 Vps75 | PfHsp90 yeast 2 | PvdQ acylase | CAL PDZ inh | DAGLB inh | Wnt act | AddAB inh | phage Ecoli inh | Ecoli viability | Tat export inh
Nn1cc(-c2ccccc2)nc1SCC(=O)NCCc1ccccc1 | 8 | 2 | 2 | -0.5 | -2 | -3 | -0.5 | 1.1 | 0.9 | -3
O=C(CSc1ccc(Br)cc1)Nc1ccccc1Oc1ccccc1 | 15 | 0 | -25 | -3.1 | -10 | · | 0.2 | 0.8 | -0.2 | -6
O=C(Nc1ccc(S(=O)(=O)Nc2ccccn2)cc1)c1cccc(Cl)c1 | 7 | -12 | -11 | -3.4 | 4 | -4 | 3.7 | -0.9 | -1.6 | 8

Next section.
SMILES	Rtt109 Vps75	PfHsp90 yeast 2	PvdQ acylase	CAL PDZ inh	DAGLB inh	Wnt act	AddAB inh	phage Ecoli inh	Ecoli viability	Tat export inh
COc1ccc(Cn2nnnc2C(c2cc3ccc(OC)cc3[nH]c2=O)N2CCCCCC2)cc1 (configuration not stated)	1	-9	-6	2.7	-1	-2	0.7	-0.4	-0.6	15
O=C(Oc1ccc(Cl)cc1)c1ccc(COC(=O)c2cnccn2)cc1	12	35	-19	-0.6	4	·	0.7	·	0.2	3
CCCCc1ccc(NC(=S)N2CCN(c3ccccn3)CC2)cc1	-2	-3	-3	-0.9	-7	-1	2.7	3.2	-1.4	-3
CCOC(=O)C1(CCCc2ccccc2)CCN(C(=O)C2CCCN(C(N)=O)C2)CC1 (configuration not stated)	·	8	-15	-0.8	0	-3	1.9	4.2	-1.1	8
O=C(c1ccccc1)N1CCN(S(=O)(=O)N2CCCCCC2)CC1	4	4	-16	-2.2	3	-2	2.9	0.1	0.8	7
O=C(CC1C(=O)NCCN1Cc1ccc(F)cc1)NCCN1CCCc2ccccc21 (configuration not stated)	·	-11	-6	-1.5	6	-1	-0.1	4.7	0.8	5
c1ccc(OCc2nn3c(C4CCCCC4)nnc3s2)cc1	9	-28	5	·	-1	-5	2.5	0.0	0.2	6
COc1ccc(N(Cc2cc3ccccc3[nH]c2=O)S(=O)(=O)c2ccccc2)cc1	8	37	19	-1.2	0	0	-0.9	-0.8	2.8	-6
NC(N)=Nc1nc2ccccc2o1	0	6	1	0.3	-2	3	2.2	-1.8	-0.3	-3
Cc1ccc(-n2nc(C)c3c(C)c(CCC(=O)O)c(C)nc32)cc1	2	15	-12	0.6	4	4	3.3	1.6	0.5	-6
Cc1cccc(CSc2nc3c(cc2C#N)CCC3)c1	6	·	-6	-1.8	-2	5	1.8	2.8	2.6	-4
Cc1ccc(NCc2cccnc2)cc1	14	9	4	0.7	4	0	0.6	2.5	3.4	1
Fc1ccccc1Nc1nc2ccccc2n2nnnc12	16	3	11	1.1	-4	20	2.1	1.8	-0.3	-12
CCSc1nc(-c2ccc(OC)cc2)cc(-c2ccc(OC)cc2)c1C#N	-3	0	-5	-3.2	-3	-5	2.4	1.1	-0.6	2
CCOC(=O)c1c(C)nc2c(c1C)/C(=N/O)CC(C)(C)C2	-8	·	-8	-2.9	-1	-1	-1.9	3.7	-1.9	2
COc1ccc(-c2cc(C(=O)OCC(=O)Nc3ccc4c(c3)OCO4)c3ccccc3n2)cc1	0	-5	-15	0.0	-12	-3	4.6	2.8	0.2	-1
N#CC(C#N)=C(N)Nc1cccc(Cl)c1	4	0	-4	-0.6	-2	4	0.4	2.2	0.1	0
CCOc1ncccc1C(=O)OCc1c(Cl)cccc1Cl	-6	6	-5	-1.3	-4	0	1.3	-0.2	-0.3	-4
O=C(OCC(=O)N1CCN(c2ccccc2)CC1)c1cc(Cl)ccc1[N+](=O)[O-]	-22	26	-7	-2.5	1	0	-0.4	0.4	-1.9	-5
CC(C)NC(=O)CN(c1cccc(Br)c1)S(C)(=O)=O	-3	-21	24	1.1	1	·	3.8	0.6	0.4	14
Cc1ccc(NC(=O)CSC(N)=O)cc1Cl	?	-16	-43	-0.2	-26	·	-0.3	-1.1	-0.6	-15
CCc1nnc(NS(=O)(=O)c2ccc(N3C(=O)c4ccccc4C3=O)cc2)s1	·	-14	-14	-1.1	1	-1	5.5	2.5	3.0	-20
COc1ccc2cc(C(c3nnnn3CCc3ccccc3)N3CCC(O)CC3)c(=O)[nH]c2c1 (configuration not stated)	1	-30	-10	-2.7	-1	·	2.7	-0.8	-0.7	4
CCN(CC)S(=O)(=O)c1cc(C(=O)n2cccn2)c(Cl)cc1Cl	-1	-21	-1	1.2	4	·	-0.3	1.1	-0.7	-7
CCCn1nc(C(=O)NCc2ccccn2)c2ccccc2c1=O	-14	-4	-9	·	1	-2	1.6	-0.6	0.7	3
